HTRA1 inh: HTRA1 serine protease inhibitors, primary screen, biochemical, fluorescence polarization, HTS | 340,000 tested, 0.5% active | inhibition, % at 5.96 µM | recombinant HTRA1, FP-rhodamine activity-based probe | Q92743 | AID 504803, 2011; in the data active = inhibition above about 36%;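 note: 0% = enzyme with DMSO and 100% = wells lacking enzyme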
MBD2 DNA inh: inhibitors of MBD2 binding to methylated DNA, primary screen, biochemical, TR-FRET, DNA-binding domain, human; MBD2 binding to methylated oligonucleotide; inhibition, % at 4.4 µM; 370,000 tested, 0.31% active; AID 686964, 2013; in the data active = inhibition above about 13%
TDP2 inh: human TDP2 enzyme inhibitors, primary screen, biochemical, epi absorbance, recombinant enzyme. Tyrosyl-DNA phosphodiesterase 2 (Homo sapiens), O95551. T5PNP hydrolysis, p-nitrophenol absorbance 415 nm. inhibition, % at 12.8 µM. 370,000 tested, 0.34% active. AID 720702, 2013;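 active = inhibition above the mean of all tested compounds plus 3 SD, set per campaign, cut at about 25% in these data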;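 note: 0% = DMSO with enzyme and 100% = buffer with substrate but no TDP2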
Target sequence (O95551 whole entry, looked up): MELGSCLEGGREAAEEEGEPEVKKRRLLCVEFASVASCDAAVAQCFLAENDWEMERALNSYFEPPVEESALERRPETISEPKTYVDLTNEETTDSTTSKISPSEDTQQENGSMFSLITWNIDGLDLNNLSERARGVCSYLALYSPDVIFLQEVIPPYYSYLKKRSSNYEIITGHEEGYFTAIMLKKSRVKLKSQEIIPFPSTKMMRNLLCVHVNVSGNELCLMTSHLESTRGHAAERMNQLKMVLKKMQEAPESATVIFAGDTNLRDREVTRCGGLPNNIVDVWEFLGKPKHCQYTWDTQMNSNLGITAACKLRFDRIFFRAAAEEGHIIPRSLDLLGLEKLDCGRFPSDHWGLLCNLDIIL
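Incubation: 2 h at 37 °C; Test system: recombinant human TDP2; Quantity: enzyme 120 nM; Read-out basis: percent inhibition; Medium: 50 mM Tris-HCl pH 7.5 with Mg2+, KCl, DTT, BSA; Repeats: single replicate; Compound: 12.8 µM single point, 1% DMSO; Signal: epi absorbance; Reagent: 5 mM T5PNP chromogenic substrate; Benchmarks: no-enzyme high, DMSO-plus-enzyme low.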
PRMT1 inh: PRMT1 methyltransferase inhibitors, primary screen, biochemical, fluorescence polarization | Protein arginine N-methyltransferase 1 (Homo sapiens), Q99873 | recombinant PRMT1, activity-based probe fluorescence polarization | inhibition, % at 2.79 µM | 370,000 tested, 1.3% active | AID 652257, 2013;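 active = inhibition above about 21% made by adding two undisclosed values, limit read from the data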
Target sequence (Q99873 whole entry, looked up): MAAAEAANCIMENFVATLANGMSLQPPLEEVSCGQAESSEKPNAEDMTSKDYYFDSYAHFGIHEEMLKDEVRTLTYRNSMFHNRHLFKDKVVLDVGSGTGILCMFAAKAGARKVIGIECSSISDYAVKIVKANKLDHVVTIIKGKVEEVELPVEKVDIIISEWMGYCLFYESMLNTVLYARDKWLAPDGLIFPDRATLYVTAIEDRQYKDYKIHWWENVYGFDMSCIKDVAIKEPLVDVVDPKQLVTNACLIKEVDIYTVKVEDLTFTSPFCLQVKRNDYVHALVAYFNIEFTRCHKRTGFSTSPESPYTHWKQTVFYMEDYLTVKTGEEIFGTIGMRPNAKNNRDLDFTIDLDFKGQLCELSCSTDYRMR
rCAG RNA binder: binders of r(CAG) RNA repeats, primary screen, biochemical, fluorescence | inhibition, % at 3 µM | 370,000 tested, 1.3% active | r(CAG) RNA repeat, TO-PRO-1 dye displacement fluorescence | AID 651821, 2012;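 active = inhibition above the plate cutoff, the mean of all test compounds on that plate plus 3 SD, cut at about 35% in these data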;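 note: 0% = DMSO alone and 100% = 100 µM mitoxantrone as full dye displacement; higher means more dye released from RNA so lower well fluorescence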
ABHD4 inh: ABHD4 inhibitors, primary screen, biochemical, fluorescence polarization, mouse. (Lyso)-N-acylphosphatidylethanolamine lipase (Mus musculus), Q8VD66. purified mABHD4, FP-Rh probe fluorescence polarization. inhibition, % at 8.92 µM. 370,000 tested, 0.54% active;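 active = inhibition exceeding the mean over every tested compound plus 3 SD, cut at about 30% in these data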;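 note: 0% = plate median of compound wells and 100% = S159A mutant with DMSO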
Target sequence (Q8VD66 whole entry, looked up): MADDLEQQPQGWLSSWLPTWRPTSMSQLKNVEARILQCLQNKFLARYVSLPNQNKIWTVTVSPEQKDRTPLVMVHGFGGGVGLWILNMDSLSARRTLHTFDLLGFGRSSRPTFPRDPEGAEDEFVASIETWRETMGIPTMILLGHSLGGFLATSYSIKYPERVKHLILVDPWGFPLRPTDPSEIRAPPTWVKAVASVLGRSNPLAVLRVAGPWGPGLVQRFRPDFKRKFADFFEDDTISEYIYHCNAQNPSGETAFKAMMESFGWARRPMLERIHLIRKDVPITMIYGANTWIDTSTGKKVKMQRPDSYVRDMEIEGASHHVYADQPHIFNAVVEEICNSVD
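Assay system: Wild-type mouse ABHD4 protein | Medium: HEPES pH 7.0 buffer, 150 mM NaCl, 0.01% Pluronic F-127 | Incubation: Enzyme–compound pre-incubation 45 min, then probe 60 min, both 25 °C | Technique: Fluorescence polarization with parallel and perpendicular emission, 525/598 nm | Evaluation: % inhibition of FP-Rh probe binding versus controls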
NPR2 activator: human GC-B receptor activators, primary screen, HEK293 GC-B cells, cGMP TR-FRET, EC30 CNP; 0% at EC30 CNP, 100% saturating CNP; activation, % at 10 µM; 370,000 tested, 0.11% active;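 active = activation at 10 µM reaching about 35% in either raw or pattern-adjusted values, limit read from the data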
LEDGF integ inh: blockers of LEDGF/p75-dependent integrase strand transfer – biochemical, TR-FRET, high throughput, primary screen; TR-FRET IN-LEDGF/p75 DNA integration, Eu/Cy5; AID 743269, 2014; 370,000 tested, 0.64% active; HIV-1 integrase (with human LEDGF/p75); inhibition, % at 3.7 µM;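 active = inhibition above the screen-wide mean plus 3 SD, cut at about 13% in these data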;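 note: signal is the Cy5 over europium emission ratio at 671 and 618 nm; 0% = plate median of compound wells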
TCR-CD3 inh: inhibitors of human TCR-CD3 interaction, primary screen, biochemical, fluorescence, TAMRA-labeled TCR probe; inhibition, % at 9.4 µM; T-cell receptor (TCR); 360,000 tested, 0.37% active; AID 651800, 2012; in the data active = inhibition above about 19%;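 note: recombinant mutant TCR 2C K166C tagged with TAMRA read by polarization; 0% = receptor in buffer alone and 100% = receptor with positive control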
SIAE inh: human SIAE inhibitors, primary screen, biochemical, fluorescence polarization, FP-Rh probe, 1536-well HTS | Sialate O-acetylesterase (Homo sapiens), Q9HAT2 | AID 1053197, 2014 | 370,000 tested, 0.69% active | inhibition, % at 9.66 µM | SIAE FP-Rh probe binding;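 active = inhibition above a cutoff: mean of compounds within the control limits plus 3 SD of those, cut at about 17% in these data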;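 note: 0% = plate median of compound wells and 100% = probe without SIAE protein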
Active calls of the source: *. This is a subset; rates above refer to the full screens.

Cc1ccc(S(=O)(=O)N(C)C)cc1NC(=S)NC1CCCC(C)C1C (stereo not given) was read as HTRA1 inh -10, MBD2 DNA inh -2, TDP2 inh -2, PRMT1 inh 1, rCAG RNA binder -1, ABHD4 inh -1, NPR2 activator 2, LEDGF integ inh 1, TCR-CD3 inh 6 and SIAE inh -3.
For O=S(=O)(O)c1ccc(SCc2ccccc2)nc1 the results were HTRA1 inh 3, MBD2 DNA inh 2, TDP2 inh -3, PRMT1 inh 3, rCAG RNA binder 3, ABHD4 inh -1, NPR2 activator 4, LEDGF integ inh -1, TCR-CD3 inh -3 and SIAE inh -1.
`COC(=O)CCC/C=C1/SCC(NC(=O)c2ccccc2)C1O` (stereo not given) gave HTRA1 inh -4, MBD2 DNA inh 3, TDP2 inh -5, PRMT1 inh 10, rCAG RNA binder 0, ABHD4 inh 0, NPR2 activator 2, LEDGF integ inh -1, TCR-CD3 inh -1 and SIAE inh 0.
For CN(C)S(=O)(=O)c1cccc(COc2cccnc2[N+](=O)[O-])c1 the results were HTRA1 inh -2, MBD2 DNA inh 6, TDP2 inh 3, PRMT1 inh 3, rCAG RNA binder 1, ABHD4 inh -8, NPR2 activator 5, LEDGF integ inh 2, TCR-CD3 inh 1 and SIAE inh 3.
Screening COc1ccnc(N=CNOCc2cccc(Cl)c2Cl)c1C#N returned HTRA1 inh 0, MBD2 DNA inh -2, TDP2 inh 7, PRMT1 inh 0, rCAG RNA binder 2, ABHD4 inh -9, NPR2 activator 0, LEDGF integ inh -2, TCR-CD3 inh 5 and SIAE inh 6.
For CCN(CC(=O)NCc1cccs1)C(=O)c1ccc(S(=O)(=O)N(C)c2ccccc2)cc1 the results were HTRA1 inh -8, MBD2 DNA inh 3, TDP2 inh 11, PRMT1 inh -1, rCAG RNA binder 1, ABHD4 inh 5, NPR2 activator 4, LEDGF integ inh 0, TCR-CD3 inh 0 and SIAE inh 6.
CC1CCCN(S(=O)(=O)c2ccc(C(=O)Nc3ccccc3-c3nc4ccccc4[nH]3)cc2)C1 (stereo not given) was read as HTRA1 inh -4, MBD2 DNA inh 1, TDP2 inh 6, PRMT1 inh -2, rCAG RNA binder 5, ABHD4 inh -6, NPR2 activator -3, LEDGF integ inh 0, TCR-CD3 inh 4 and SIAE inh -29.
`CC(C)N1CCCCC(NC(=O)c2cccs2)C1=O` (stereo not given) gave MBD2 DNA inh 5, TDP2 inh -1, PRMT1 inh 5, rCAG RNA binder 2, ABHD4 inh -6, NPR2 activator 6, LEDGF integ inh -3 and SIAE inh -4.
O=C(NCc1ccc(Cl)nc1)c1csc([C@@H]2O[C@H](CO)[C@H](O)[C@H](O)[C@H]2O)n1 was read as MBD2 DNA inh 1, TDP2 inh -6, PRMT1 inh -1, rCAG RNA binder 3, ABHD4 inh -4, NPR2 activator -5, LEDGF integ inh 6, TCR-CD3 inh -7 and SIAE inh 3.
For COc1cccc(NC=C2C(=O)OC(C)(C)OC2=O)c1 the results were HTRA1 inh 5, MBD2 DNA inh -1, TDP2 inh -2, PRMT1 inh 3, rCAG RNA binder 8, ABHD4 inh 8, NPR2 activator -4, LEDGF integ inh -2, TCR-CD3 inh -2 and SIAE inh -4.
For Cc1cc(-c2ccc(C)c(S(=O)(=O)Nc3cccc(CN4CCCC4)c3)c2)on1 the results were HTRA1 inh -4, MBD2 DNA inh 9, TDP2 inh -10, PRMT1 inh 4, rCAG RNA binder 4, ABHD4 inh -9, NPR2 activator -1, LEDGF integ inh -3, TCR-CD3 inh 4 and SIAE inh -6.
`c1ccc(Oc2ncnc3sccc23)cc1` gave HTRA1 inh 0, MBD2 DNA inh -1, TDP2 inh 3, PRMT1 inh 0, rCAG RNA binder 3, ABHD4 inh -1, NPR2 activator -1, LEDGF integ inh 2, TCR-CD3 inh -4 and SIAE inh 4.
Cc1[nH]c(=O)[nH]c1C(=O)CCCCC(=O)OCC(=O)Nc1ccccn1 was read as HTRA1 inh 26, MBD2 DNA inh 2, TDP2 inh 6, PRMT1 inh 1, rCAG RNA binder -1, ABHD4 inh 4, NPR2 activator 3, LEDGF integ inh 82*, TCR-CD3 inh 8 and SIAE inh 6.
For CC(=O)c1sc(C(C)(C)C)cc1NC(=O)c1ccccc1C(=O)O the results were MBD2 DNA inh -6, TDP2 inh -6, PRMT1 inh 0, rCAG RNA binder 10, ABHD4 inh 4, NPR2 activator 26, LEDGF integ inh 0, TCR-CD3 inh -6 and SIAE inh 2.
For CCOC(=O)C1(C)CCCN1C(=O)c1ccc2ccccc2c1 (stereo not given) the results were MBD2 DNA inh 0, TDP2 inh -1, PRMT1 inh 0, rCAG RNA binder -2, ABHD4 inh -3, NPR2 activator 5, LEDGF integ inh -5, TCR-CD3 inh -1 and SIAE inh -5.
`COC(=O)CC1SC(=O)NC1=Nc1ccc(C)cc1` (stereo not given) gave HTRA1 inh 0, MBD2 DNA inh -5, TDP2 inh -3, PRMT1 inh 2, rCAG RNA binder 1, ABHD4 inh 0, NPR2 activator -5, LEDGF integ inh 1, TCR-CD3 inh 5 and SIAE inh 1.
For CCOC(=O)c1cc2c(nc1NC(=S)NCc1ccccc1)CCCC2 the results were HTRA1 inh 6, MBD2 DNA inh -5, TDP2 inh -10, PRMT1 inh -2, rCAG RNA binder 3, ABHD4 inh -4, NPR2 activator 1, LEDGF integ inh 7, TCR-CD3 inh 2 and SIAE inh 3.
Screening Nc1cccc([N+](=O)[O-])c1 returned HTRA1 inh 8, MBD2 DNA inh 1, TDP2 inh -9, PRMT1 inh 2, rCAG RNA binder 1, ABHD4 inh 7, LEDGF integ inh -3, TCR-CD3 inh 1 and SIAE inh 4.
CCN(CC(=O)NCc1cccs1)C(=O)c1cc(S(=O)(=O)N2CCCCC2)ccc1Cl was read as HTRA1 inh -3, MBD2 DNA inh -2, TDP2 inh -9, PRMT1 inh -3, rCAG RNA binder 0, ABHD4 inh -3, NPR2 activator -4, LEDGF integ inh 0, TCR-CD3 inh 6 and SIAE inh -2.
For O=C(N/N=C/c1cc(Cl)cc(Cl)c1O)c1ccncc1 the results were HTRA1 inh -9, MBD2 DNA inh -5, TDP2 inh -14, PRMT1 inh 24*, rCAG RNA binder -42, ABHD4 inh 12, NPR2 activator -4, LEDGF integ inh -4, TCR-CD3 inh -1 and SIAE inh 4.
`Cn1c(CNc2cccc(Cl)c2)nnc1SCC#N` gave HTRA1 inh 2, MBD2 DNA inh 2, TDP2 inh -10, PRMT1 inh 1, rCAG RNA binder -2, ABHD4 inh -9, NPR2 activator 0, LEDGF integ inh 5, TCR-CD3 inh 10 and SIAE inh -6.
For N#Cc1ccc(-c2ccc(F)cc2)nc1Sc1ccc(F)cc1 the results were HTRA1 inh 3, MBD2 DNA inh -5, TDP2 inh 10, PRMT1 inh 1, rCAG RNA binder 2, ABHD4 inh 2, NPR2 activator 1, LEDGF integ inh -4, TCR-CD3 inh 7 and SIAE inh 6.
`CCCCn1c(O)c(N=Nc2ccccc2O)c2ccccc21` gave HTRA1 inh 16, MBD2 DNA inh -1, TDP2 inh 1, PRMT1 inh 9, rCAG RNA binder 21, ABHD4 inh 22, NPR2 activator -1, LEDGF integ inh -2, TCR-CD3 inh -6 and SIAE inh 9.
For COc1ccc(OC)c(C=NNC(=O)NN=Cc2cc(OC)ccc2OC)c1 the results were HTRA1 inh -19, MBD2 DNA inh 0, TDP2 inh 4, PRMT1 inh -5, rCAG RNA binder 0, ABHD4 inh -1, NPR2 activator 2, LEDGF integ inh 0, TCR-CD3 inh 0 and SIAE inh -2.
Screening COc1ccc(Cc2noc(CN(C)CCc3ccccc3)n2)cc1OC returned HTRA1 inh 2, MBD2 DNA inh -2, TDP2 inh -10, PRMT1 inh -6, rCAG RNA binder 3, ABHD4 inh -6, NPR2 activator 2, LEDGF integ inh 1, TCR-CD3 inh 6 and SIAE inh -3.
`Fc1cccc(Cc2c(-c3ccccc3)nc3c(Cl)cc(C(F)(F)F)cn23)c1` gave MBD2 DNA inh 2, TDP2 inh -6, PRMT1 inh -2, rCAG RNA binder 9, ABHD4 inh -22, NPR2 activator 5, LEDGF integ inh -1, TCR-CD3 inh 0 and SIAE inh -9.
For O=C(Nc1ccc(OC(F)(F)F)cc1)Oc1ccccc1N1CCCCC1 the results were MBD2 DNA inh 2, TDP2 inh 14, PRMT1 inh 0, rCAG RNA binder 1, ABHD4 inh 3, NPR2 activator 2, LEDGF integ inh 1, TCR-CD3 inh 9 and SIAE inh 15.
Cc1cc(OCC(=O)N2CCCC2)ccc1Cl was read as HTRA1 inh 3, MBD2 DNA inh -1, TDP2 inh -5, PRMT1 inh 1, rCAG RNA binder 1, ABHD4 inh -9, NPR2 activator 0, LEDGF integ inh 0, TCR-CD3 inh 5 and SIAE inh -3.
Screening CCCn1c(C)cc(C(=O)CN2C(=O)NC3(CCCCCC3)C2=O)c1C returned HTRA1 inh 2, MBD2 DNA inh 0, TDP2 inh -6, PRMT1 inh -9, rCAG RNA binder 1, ABHD4 inh 7, NPR2 activator 2, LEDGF integ inh 3, TCR-CD3 inh -4 and SIAE inh 5.
Screening COc1ccccc1C1NC(c2ccccc2OC)C(C)C(=O)C1C (stereo not given) returned HTRA1 inh -7, MBD2 DNA inh 3, TDP2 inh 0, PRMT1 inh 3, rCAG RNA binder -6, ABHD4 inh 0, NPR2 activator -6, LEDGF integ inh 4, TCR-CD3 inh -7 and SIAE inh 4.
Screening COc1ccccc1NCN1C(=O)CCC1=O returned HTRA1 inh 2, MBD2 DNA inh 2, TDP2 inh 0, PRMT1 inh 1, rCAG RNA binder 1, ABHD4 inh 3, NPR2 activator 3, LEDGF integ inh -5, TCR-CD3 inh 0 and SIAE inh 1.
For O=C(CSC1=NCCS1)N1CCc2ccccc21 the results were HTRA1 inh -3, MBD2 DNA inh -5, TDP2 inh 0, PRMT1 inh -3, rCAG RNA binder -4, ABHD4 inh -1, NPR2 activator -3, LEDGF integ inh -1, TCR-CD3 inh -1 and SIAE inh 3.
COP(=O)(OC)OC(C(=O)c1ccccc1)c1ccccc1 (stereo not given) was read as MBD2 DNA inh -4, TDP2 inh -2, PRMT1 inh -3, rCAG RNA binder 2, ABHD4 inh 3, NPR2 activator 2, LEDGF integ inh -1, TCR-CD3 inh 1 and SIAE inh 7.

Screening data as filed in PubChem.
